Screening results (PubChem)
TAAR1 antagonist = human TAAR1 antagonism; Q96RJ0; CHO RD-HGA16 TAAR1, Fluo-8 calcium fluorescence, antagonist; inhibition, % at 3 µM; actives 1.5% (n = 360,000);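 active = inhibition above a per-plate cutoff, the mean inhibition of test compounds on that plate plus 3 SD, cut at about 49% in these data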;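 note: 0% = DMSO plus EC80 beta-PEA response and 100% = DMSO alone without agonist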
Target sequence (Q96RJ0 whole entry, looked up): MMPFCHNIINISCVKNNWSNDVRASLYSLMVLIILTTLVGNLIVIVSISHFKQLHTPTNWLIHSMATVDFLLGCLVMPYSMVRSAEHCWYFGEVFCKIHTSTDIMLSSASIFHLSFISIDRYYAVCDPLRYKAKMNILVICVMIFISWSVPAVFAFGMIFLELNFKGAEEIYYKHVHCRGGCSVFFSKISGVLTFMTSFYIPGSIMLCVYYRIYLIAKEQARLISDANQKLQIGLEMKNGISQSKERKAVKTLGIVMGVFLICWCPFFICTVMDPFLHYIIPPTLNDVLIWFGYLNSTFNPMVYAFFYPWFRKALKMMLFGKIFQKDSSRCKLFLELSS
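Test system – hTAAR1-expressing CHO RD-HGA16 cells, Gα16-coupled · Reagent – β-PEA at EC80 concentration, post-compound challenge · Compound dosing – 3 µM, single point · Timing – 140 s kinetic read after compound, 140 s after agonist · Detection – Fluo-8 intracellular calcium dye fluorescence, real-time kinetic reads · Control set – DMSO and EC80 PEA controls · Repeats – n of 1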
CHO-K1 Ca PAM = M1 PAM counterscreen hit in parental CHO-K1 cells. ATP EC20, Fluo-8 calcium fluorescence; 0% at ATP EC20, 100% at ATP max. activation, % at 3 µM. actives 0.02% (n = 360,000). AID 602247;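 active = activation above the run cutoff, the mean activation of all test compounds plus 3 SD, cut at about 40% in these data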;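 note: peak over basal fluorescence ratio in a 140 s read after ATP addition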
CHO-K1 Ca antag = nonselective inhibitor or artifact in parental CHO-K1 cells; actives 0.6% (n = 360,000); inhibition, % at 3 µM; ATP-induced calcium, Fluo-8 fluorescence; AID 602250;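 active = inhibition above a per-plate cutoff, the plate's mean sample inhibition plus 3 SD, cut at about 24% in these data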;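 note: 0% = DMSO plus EC80 ATP and 100% = DMSO alone without ATP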
OXTR potentiate = potentiators of human oxytocin receptor | P30559 | CHO-OTR cells, Fluo-8 calcium fluorescence, potentiator mode; 0% = oxytocin EC15, 100% = EC100 | activation, % at 3 µM | actives 0.061% (n = 320,000) | AID 2445;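 active = activation above that plate's cutoff, the mean activation of tested compounds plus 3 SD, cut at about 6.6% in these data, passing the limit was not always enough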;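 note: 100% uses oxytocin at 75 nM as the full agonist control; some results filed as inactive read as strong as hits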
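Assay system: CHO cell line stably expressing human OTR. Reagent: EC15 oxytocin agonist. Dosing: single dose, 3.0 µM nominal final compound concentration. Timing: compound 6 min at room temperature before oxytocin, 100 s read. Signal: kinetic Fluo-8 calcium fluorescence. Controls: oxytocin EC15 low and EC100 high.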
M1 antag = antagonists of human M1 muscarinic receptor. P11229. CHO-K1 hM1, Fluo-8 calcium fluorescence, ACh EC80 antagonist. inhibition, % at 3 µM. actives 1.3% (n = 360,000);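 active = percent inhibition above its own plate's cutoff, namely the mean of that plate's compound wells plus 3 SD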;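 note: peak over basal fluorescence ratio during 140 s after agonist addition; 0% = ACh EC80 plus DMSO and 100% = DMSO alone without agonist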
Target sequence (P11229 whole entry, looked up): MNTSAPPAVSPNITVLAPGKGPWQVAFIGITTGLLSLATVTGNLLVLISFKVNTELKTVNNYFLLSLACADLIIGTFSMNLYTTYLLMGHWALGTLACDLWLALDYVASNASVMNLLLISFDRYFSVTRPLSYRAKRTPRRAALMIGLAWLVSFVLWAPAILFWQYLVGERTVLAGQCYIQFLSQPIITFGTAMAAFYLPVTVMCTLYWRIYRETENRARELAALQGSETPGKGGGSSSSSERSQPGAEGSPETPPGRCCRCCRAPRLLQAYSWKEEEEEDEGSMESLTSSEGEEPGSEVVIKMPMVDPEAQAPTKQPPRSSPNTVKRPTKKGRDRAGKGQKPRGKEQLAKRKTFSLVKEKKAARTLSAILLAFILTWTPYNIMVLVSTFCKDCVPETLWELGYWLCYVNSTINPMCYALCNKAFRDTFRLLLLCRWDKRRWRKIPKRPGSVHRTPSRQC
CHRM1 agonist = human M1 muscarinic receptor agonism; P11229; CHO-K1 hM1, Fluo-8 calcium fluorescence, agonist mode; 0% DMSO, 100% acetylcholine EC100; activation, % at 3 µM; actives 0.33% (n = 360,000); AID 588814;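 active = activation above the run's mean compound activation plus 3 SD, cut at about 16% in these data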;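 note: peak over basal fluorescence ratio within a 140 s kinetic read after compound addition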
TAAR1 ag = human TAAR1 agonism | Q96RJ0 | CHO RD-HGA16 TAAR1, Fluo-8 calcium fluorescence; vehicle wells 0%, saturating PEA agonist 100% | activation, % at 3 µM | actives 0.99% (n = 360,000);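 active = activation above the mean activation of all test compounds in the run plus 3 SD, cut at about 38% in these data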
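System: CHO RD-HGA16 cells carrying human TAAR1 plus Gα16; Incubation: 17-24 h seeding, 75 min 37 °C dye, 30 min RT; Measured by: Fluo-8 fluorescence, 5 s baseline then 140 s kinetic read; Control set: DMSO and PEA EC100; Replication: single well for each compound.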
CHO parental Ca = signal in parental CHO cells, OX1R antagonist counter-screen | parental CHO-K1, ATP-induced calcium, Fluo-8 fluorescence | inhibition, % at 5.6 µM | actives 0.63% (n = 330,000);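 active = inhibition above that plate's mean sample inhibition plus 3 SD, cut at about 26% in these data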;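 note: 0% = ATP-challenged DMSO wells and 100% = DMSO wells without ATP; some compounds past the cut are filed as inactive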
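Assay system: parental CHO cells; Read-out basis: percent inhibition of ATP-evoked calcium rise, normalized to controls; Benchmarks: ATP and no-ATP DMSO wells; Compound dosing: single nominal dose of 5.6 µM per compound; Signal: Fluo-8 calcium dye fluorescence; Also added: ATP as calcium-mobilizing challenge; Repeats: singlicate.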
M1 ag parental = nonselective activator or artifact in parental CHO-K1 cells; Fluo-8 calcium fluorescence; scaled to maximal ATP response, vehicle zero; activation, % at 3 µM; actives 0.48% (n = 360,000); AID 602248; in the data active = activation above about 15%;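 note: untransfected CHO-K1 host cells lacking M1 receptor as counterscreen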
Starred values were filed as active, the others as inactive. Not a hit list; any-hit rate near 4.2%.

`CCc1[nH]c(=S)c(C#N)c(-c2ccccc2)c1C(=O)OC` gave TAAR1 antagonist -5, CHO-K1 Ca PAM 20, CHO-K1 Ca antag -12, OXTR potentiate -6, M1 antag 7, CHRM1 agonist -5, TAAR1 ag 3, CHO parental Ca -15 and M1 ag parental -0.5.
`Cc1ccc(S(=O)(=O)N/N=C(\c2ccccc2)c2cccnc2)cc1` gave TAAR1 antagonist -9, CHO-K1 Ca PAM 5, CHO-K1 Ca antag -2, OXTR potentiate -3, M1 antag -13, CHRM1 agonist -6, TAAR1 ag 1, CHO parental Ca -16 and M1 ag parental 0.2.
Screening CCCn1c(N)c(C(=O)CSc2nc(N)cc(=O)[nH]2)c(=O)n(C)c1=O returned TAAR1 antagonist 3, CHO-K1 Ca PAM 7, CHO-K1 Ca antag -13, OXTR potentiate -2, M1 antag -10, CHRM1 agonist -3, TAAR1 ag 2, CHO parental Ca 4 and M1 ag parental 0.6.
`CC1C=CCC2C(=O)N(c3cccc(C(=O)N4CCN(c5ccc(F)cc5)CC4)c3)C(=O)C12` (stereo not drawn) gave TAAR1 antagonist 19, CHO-K1 Ca PAM 18, CHO-K1 Ca antag -3, OXTR potentiate -6, M1 antag 0, CHRM1 agonist -2, TAAR1 ag 10, CHO parental Ca -10 and M1 ag parental 5.9.
`Cc1sc2nc(SCC(=O)Nc3ccc(S(=O)(=O)NCCCC(=O)O)cc3)[nH]c(=O)c2c1C` gave TAAR1 antagonist -12, CHO-K1 Ca PAM 5, CHO-K1 Ca antag 6, OXTR potentiate -8, M1 antag -12, CHRM1 agonist -13, TAAR1 ag 2, CHO parental Ca -2 and M1 ag parental 0.8.
Screening CCc1nnc(NC(=O)CSC(=S)N2CCOCC2)s1 returned TAAR1 antagonist -23, CHO-K1 Ca PAM 10, CHO-K1 Ca antag -2, OXTR potentiate 4, M1 antag -6, CHRM1 agonist -1, TAAR1 ag 3, CHO parental Ca 2 and M1 ag parental 1.5.
Cc1ccc(NC(=O)Nc2cc(C)on2)cc1 was read as TAAR1 antagonist -17, CHO-K1 Ca PAM -12, CHO-K1 Ca antag -4, OXTR potentiate -2, M1 antag -5, CHRM1 agonist -1, TAAR1 ag 2, CHO parental Ca -8 and M1 ag parental -0.1.
Screening Cc1ccc(N(Cc2ccccc2)C(=O)c2ccc(C)c(S(=O)(=O)N3CCOCC3)c2)cc1 returned TAAR1 antagonist 23, CHO-K1 Ca PAM -3, CHO-K1 Ca antag -14, OXTR potentiate -1, M1 antag 2, CHRM1 agonist -4, TAAR1 ag 1, CHO parental Ca -19 and M1 ag parental 0.8.
For Cc1ccc(-c2csc3ncnc(SCC(=O)NCC4CCCO4)c23)cc1 (stereo not drawn) the results were TAAR1 antagonist -4, CHO-K1 Ca PAM 3, CHO-K1 Ca antag -19, OXTR potentiate -3, M1 antag 2, CHRM1 agonist -3, TAAR1 ag -1, CHO parental Ca -16 and M1 ag parental -0.2.
O=C(NC1CCN(C(=O)N2c3ccccc3Sc3ccccc32)CC1)c1ccccc1Cl was read as TAAR1 antagonist -4, CHO-K1 Ca PAM 9, CHO-K1 Ca antag -20, OXTR potentiate -9, M1 antag 0, CHRM1 agonist 7, TAAR1 ag 21, CHO parental Ca -15 and M1 ag parental 3.5.
For Cc1cccc(NC(=O)Cn2nc(-c3ccco3)ccc2=O)c1C the results were TAAR1 antagonist -9, CHO-K1 Ca PAM 15, CHO-K1 Ca antag -16, OXTR potentiate -12, M1 antag -14, CHRM1 agonist 0, TAAR1 ag 0, CHO parental Ca 1 and M1 ag parental 1.2.
For O=C(CCCNC(=O)/C(=C/c1ccccc1F)NC(=O)c1ccccc1)OCc1ccccc1 the results were TAAR1 antagonist 9, CHO-K1 Ca PAM 23, CHO-K1 Ca antag -13, OXTR potentiate 1, M1 antag -12, CHRM1 agonist -4, TAAR1 ag 5, CHO parental Ca -19 and M1 ag parental 1.6.
Screening Cc1cccc(OCc2nnc(SCC(=O)N(c3ccccc3)C3CCS(=O)(=O)C3)o2)c1 (stereo not drawn) returned TAAR1 antagonist -7, CHO-K1 Ca PAM -4, CHO-K1 Ca antag -3, OXTR potentiate -7, M1 antag 8, CHRM1 agonist -4, TAAR1 ag -2, CHO parental Ca -16 and M1 ag parental 1.4.
Screening COc1cc(C(=O)NCCc2ccccc2)ccc1OCC(=O)N1CCOCC1 returned TAAR1 antagonist 7, CHO-K1 Ca PAM 4, CHO-K1 Ca antag 3, OXTR potentiate -2, M1 antag -5, CHRM1 agonist -3, TAAR1 ag 15, CHO parental Ca -8 and M1 ag parental 0.1.
For Cc1cccc(C(=O)NNC2=CC(=O)CC(C)(C)C2)c1O the results were TAAR1 antagonist -9, CHO-K1 Ca PAM 0, CHO-K1 Ca antag -3, OXTR potentiate -4, M1 antag -16, CHRM1 agonist -1, TAAR1 ag 10, CHO parental Ca -2 and M1 ag parental 1.0.
For COc1ccc(C(=O)NCCC(=O)N2CCC3(CC2)NCCc2[nH]cnc23)cc1 the results were TAAR1 antagonist -5, CHO-K1 Ca PAM 6, CHO-K1 Ca antag -8, OXTR potentiate -1, M1 antag -17, CHRM1 agonist -2, TAAR1 ag 0, CHO parental Ca -9 and M1 ag parental 0.1.
`CCN1C(=O)[C@H]2[C@@H](c3ccc(SC4CCCCC4)c(OC)c3)N3CCCC[C@@]3(C(=O)OC)[C@H]2C1=O` gave TAAR1 antagonist 3, CHO-K1 Ca PAM -13, CHO-K1 Ca antag 2, OXTR potentiate -14, M1 antag 9, CHRM1 agonist -3, TAAR1 ag -1, CHO parental Ca -38 and M1 ag parental -0.4.
Screening COc1ccc(-c2ccc3[nH]c4c(c3c2)CCN2C(=O)[C@@H]([C@H](C)O)[C@@H](N(C)C(=O)Nc3cc(Cl)cc(Cl)c3)C[C@@H]42)cc1 returned TAAR1 antagonist 1, CHO-K1 Ca PAM 8, CHO-K1 Ca antag 4, M1 antag 1, CHRM1 agonist -1, TAAR1 ag 1 and M1 ag parental 0.2.
Screening CCOC(=O)C1CCCN(C(=O)C2CCN(Cc3nc(-c4ccc(Cl)cc4)oc3C)CC2)C1 (stereo not drawn) returned TAAR1 antagonist -26, CHO-K1 Ca PAM -4, CHO-K1 Ca antag -6, M1 antag 19, CHRM1 agonist -6, TAAR1 ag -1 and M1 ag parental 3.4.
Screening COc1ccc(S(=O)(=O)N2CCCCC2)cc1NC(=O)c1ccc(C)cc1 returned TAAR1 antagonist -12, CHO-K1 Ca PAM -14, CHO-K1 Ca antag -9, OXTR potentiate 0, M1 antag 19, CHRM1 agonist -3, TAAR1 ag -1, CHO parental Ca -15 and M1 ag parental -0.2.
`Cc1ccc2[nH]c3c(c2c1)CCc1cn[nH]c1-3` gave TAAR1 antagonist 2, CHO-K1 Ca PAM 5, CHO-K1 Ca antag 4, OXTR potentiate -3, M1 antag -43, CHRM1 agonist 10, TAAR1 ag 2, CHO parental Ca 3 and M1 ag parental 1.7.
For Cc1c(C(C)NC(=O)c2ccc3nc(Cc4ccccc4F)oc3c2)cnn1C (stereo not drawn) the results were TAAR1 antagonist 14, CHO-K1 Ca PAM 5, CHO-K1 Ca antag -4, OXTR potentiate -12, M1 antag -7, CHRM1 agonist -5, TAAR1 ag 7, CHO parental Ca -16 and M1 ag parental 3.2.
Screening CCc1nc2c(OCc3ccc(C(F)(F)F)cc3)cccn2c1N(C)C(C)=O returned TAAR1 antagonist -27, CHO-K1 Ca PAM 17, CHO-K1 Ca antag -5, M1 antag -9, CHRM1 agonist -10, TAAR1 ag 0 and M1 ag parental 1.4.
`Cc1n[nH]c(C)c1S(=O)(=O)N1CCCC(C(=O)NCc2ccc(F)cc2)C1` (stereo not drawn) gave TAAR1 antagonist -10, CHO-K1 Ca PAM 10, CHO-K1 Ca antag -14, OXTR potentiate -18, M1 antag -5, CHRM1 agonist -3, TAAR1 ag 8, CHO parental Ca -15 and M1 ag parental -0.1.
`S=C(NCCC(c1ccccc1)c1ccccc1)Nc1cccc(Cl)c1` gave TAAR1 antagonist 36, CHO-K1 Ca PAM -4, CHO-K1 Ca antag 26*, OXTR potentiate -15, M1 antag 7, CHRM1 agonist 0, TAAR1 ag 4, CHO parental Ca 6 and M1 ag parental 5.7.
`COc1ccc(-c2cc(C(=O)N3CCN(C(c4ccccc4)c4ccccc4)CC3)no2)cc1OC` gave TAAR1 antagonist -12, CHO-K1 Ca PAM 14, CHO-K1 Ca antag -19, OXTR potentiate -6, M1 antag 4, CHRM1 agonist -5, TAAR1 ag 3, CHO parental Ca -30 and M1 ag parental 1.0.
`COc1cccc(-c2cnc(C(O)c3c(C)cc(C)cc3C)[nH]2)c1` (stereo not drawn) gave TAAR1 antagonist 2, CHO-K1 Ca PAM -12, CHO-K1 Ca antag -3, M1 antag -4, CHRM1 agonist -3, TAAR1 ag 2 and M1 ag parental 1.0.
Cc1ccccc1Nc1ncnc(N)n1 was read as TAAR1 antagonist -20, CHO-K1 Ca PAM 7, CHO-K1 Ca antag -12, OXTR potentiate -9, M1 antag -8, CHRM1 agonist -4, TAAR1 ag 1, CHO parental Ca -4 and M1 ag parental 0.0.
`CN1CCCN(C(=O)Cc2c(Cl)cccc2Cl)c2nc3ccccc3nc21` gave TAAR1 antagonist 27, CHO-K1 Ca PAM 17, CHO-K1 Ca antag -2, OXTR potentiate -9, M1 antag -7, CHRM1 agonist -1, TAAR1 ag 0, CHO parental Ca -24 and M1 ag parental 1.6.
CC(C(=O)N(C)C1CCCCC1)N1CCC(C(N)=O)CC1 (stereo not drawn) was read as TAAR1 antagonist 2, CHO-K1 Ca PAM 21, CHO-K1 Ca antag -14, OXTR potentiate -3, M1 antag -17, CHRM1 agonist -6, TAAR1 ag 3, CHO parental Ca 9 and M1 ag parental 1.1.
Screening CC1(C)CN(c2ccc(C(=O)c3ccccc3)cc2)C1=O returned TAAR1 antagonist 20, CHO-K1 Ca PAM 13, CHO-K1 Ca antag -6, OXTR potentiate -13, M1 antag -5, CHRM1 agonist -4, TAAR1 ag -1, CHO parental Ca 11 and M1 ag parental 0.9.
`Cc1c(C(=O)N2CCN(c3cccc(Cl)c3)CC2)cccc1[N+](=O)[O-]` gave TAAR1 antagonist 4, CHO-K1 Ca PAM 12, CHO-K1 Ca antag -1, OXTR potentiate -10, M1 antag 2, CHRM1 agonist -8, TAAR1 ag 9, CHO parental Ca -9 and M1 ag parental 6.4.
